STEP inh: STEP phosphatase inhibitors, primary screen, biochemical, fluorescence intensity, uHTS; Tyrosine-protein phosphatase non-receptor type 5 (Homo sapiens), P54829; recombinant STEP, OMFP fluorogenic substrate; inhibition, % at 20 µM; 360,000 tested, 0.25% active; AID 588621, 2011;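 active means inhibition at 20 µM, scaled per plate between control wells, above about 37%, limit read from the data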;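 further: 0% = DMSO with enzyme and substrate and 100% = substrate only without enzyme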
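Material: STEP (striatal-enriched tyrosine phosphatase) enzyme, cell-free; Compound dosing: 20 µM single dose in 1% DMSO; Technique: fluorescence read at 480 nm ex / 540 nm em; Times: reaction 20 min, ambient temperature; Medium: 50 mM Bis-Tris pH 6.0 with 2.5 mM DTT and 0.005% Tween 20; Also added: OMFP at 25 µM.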
NRP1-CendR mod: modulators of CendR peptide binding to NRP-1, primary screen, biochemical, fluorescence polarization, uHTS. inhibition, % at 25 µM. 360,000 tested, 0.85% active. FAM-RPARPAR peptide binding to NRP-1. AID 602438, 2012;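 active means inhibition or corrected inhibition above about 18%, plus a signal ratio from 0.5 to 1.5, limit read from the data, passing the limit was not always enough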; further: strong numbers were not always called active
Target sequence (O14786 whole entry, looked up): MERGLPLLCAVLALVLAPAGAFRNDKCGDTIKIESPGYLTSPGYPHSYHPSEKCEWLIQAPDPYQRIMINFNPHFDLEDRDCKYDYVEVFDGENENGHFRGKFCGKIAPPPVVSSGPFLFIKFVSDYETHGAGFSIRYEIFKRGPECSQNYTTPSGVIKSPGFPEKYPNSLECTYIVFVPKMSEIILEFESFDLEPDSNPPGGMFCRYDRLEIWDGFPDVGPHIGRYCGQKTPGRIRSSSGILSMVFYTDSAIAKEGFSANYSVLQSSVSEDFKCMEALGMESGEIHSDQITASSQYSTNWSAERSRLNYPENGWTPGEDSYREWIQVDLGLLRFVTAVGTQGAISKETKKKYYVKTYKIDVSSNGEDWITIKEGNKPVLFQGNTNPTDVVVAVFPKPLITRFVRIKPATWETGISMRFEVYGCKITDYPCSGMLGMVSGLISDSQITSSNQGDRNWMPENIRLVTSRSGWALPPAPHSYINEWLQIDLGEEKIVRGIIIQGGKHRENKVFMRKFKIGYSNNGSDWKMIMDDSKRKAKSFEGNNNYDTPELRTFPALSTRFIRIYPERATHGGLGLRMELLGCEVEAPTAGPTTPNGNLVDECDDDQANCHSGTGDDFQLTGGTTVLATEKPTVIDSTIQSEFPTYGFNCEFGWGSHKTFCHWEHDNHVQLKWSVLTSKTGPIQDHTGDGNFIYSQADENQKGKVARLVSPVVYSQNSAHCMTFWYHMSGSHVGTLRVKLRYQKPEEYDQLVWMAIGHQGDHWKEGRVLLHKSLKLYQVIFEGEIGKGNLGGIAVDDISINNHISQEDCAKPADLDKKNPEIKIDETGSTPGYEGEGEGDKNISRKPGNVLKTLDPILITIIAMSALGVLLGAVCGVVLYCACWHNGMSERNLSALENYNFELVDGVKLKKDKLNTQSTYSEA
LMPTP inh: LMPTP phosphatase inhibitors, primary screen, biochemical, fluorescence intensity, uHTS. recombinant LMPTP-A, OMFP fluorogenic substrate. inhibition, % at 20 µM. 360,000 tested, 0.22% active;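 active means compounds that cut the enzyme signal by at least half of the control window in the single-dose screen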;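 further: plate controls were DMSO wells with enzyme plus substrate for no effect and substrate without enzyme for full effect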
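material = LMPTP-A | quantity = 0.625 nM enzyme | reagent = OMFP substrate, 400 µM final | buffer or medium = Bis-Tris pH 6.0, DTT, detergent | detection = endpoint fluorescence intensity from OMFP dephosphorylation | dosing = single 20 µM dose | read-out basis = % inhibition relative to no-enzyme and uninhibited control wells | control set = no-enzyme and uninhibited controls | timing = 50 min at room temperature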
Scp1 inh: Scp-1 phosphatase inhibitors, primary screen, biochemical, colorimetric, uHTS; Carboxy-terminal domain RNA polymerase II polypeptide A small phosphatase 1 (Homo …; Recombinant Scp1, phosphopeptide, malachite green phosphate absorbance; inhibition, % at 20 µM; 340,000 tested, 0.88% active;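 active means inhibition above about 50% at 20 µM, limit read from the data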;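 further: plate controls were DMSO wells with enzyme for no effect and wells lacking enzyme for full effect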
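System: truncated SCP-1 phosphatase (76-261aa); medium: Tris acetate buffer pH 5.5 with MgCl2 and Tween-20; incubation: 45 min room-temperature reaction, 5 min colour, 30 min stabiliser; compound: single 20 µM dose, 1% DMSO; reagent: Phosphorylated 17-residue peptide substrate; read-out: % inhibition at 20 µM; technique: colorimetric free-phosphate detection, absorbance 630 nm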
MT1-MMP act inh: blockers of MT1-MMP proenzyme processing, primary screen, HT1080 RFP-PRO-GFP cells, GFP/RFP fluorescence. Matrix metalloproteinase-14 (Homo sapiens), P50281. GFP/RFP ratio fluorescence, overnight; percent of plate control window, DMSO zero. GFP/RFP ratio change, % at 20 µM. 360,000 tested, 0.061% active;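 active means GFP/RFP ratio change of at least 30% with cell ATP level not reduced by more than half and red fluorescence within 50% of control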; further: strong numbers were not always called active
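Assay system: HT1080 cells carrying an RFP-PRO-GFP reporter | Dosing: Single dose of 20 µM compound, 1% DMSO final | Incubation: Cells overnight before dosing, compound overnight, 37 °C, 5% CO2 | Evaluation: GFP/RFP fluorescence ratio | Control set: DMSO and RFP-L50D-GFP cell wells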
SKN-1 block: suppressors of acrylamide-induced Pgst-4::GFP reporter in worms, primary screen, SKN-1 inhibitor project, whole organism, uHTS, GFP/RFP fluorescence ratio, strain VP596; C. elegans VP596 Pgst-4::GFP/RFP ratio, 24 h; inhibition, % at 21.8 µM; 360,000 tested, 0.49% active;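 active means interference check ratio from 0.5 to 1.5 plus GFP to RFP signal ratio inhibition reaching or exceeding a fixed threshold, cut at about 30% in these data, passing the limit was not always enough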; further: some compounds called inactive have numbers as strong as hits
SUMO1-SIM PPI: modulators of SUMO1 protein-protein interactions, primary screen, biochemical, uHTS; Small ubiquitin-related modifier 1 (Homo sapiens), P63165; SUMO1 binding to a labelled peptide, TR-FRET, 1 h; inhibition, % at 20 µM; 360,000 tested, 0.33% active; AID 602429, 2012; in the data active means inhibition above about 37%
Target sequence (P63165 whole entry, looked up): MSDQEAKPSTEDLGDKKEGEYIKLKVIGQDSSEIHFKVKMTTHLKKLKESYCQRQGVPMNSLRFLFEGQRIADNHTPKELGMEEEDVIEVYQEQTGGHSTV
NadD inh: inhibitors of S. aureus NadD, primary screen, biochemical, colorimetric, uHTS. Nicotinate-nucleotide adenylyltransferase NadD (Staphylococcus aureus N315). AID 602399, 2012. purified NadD enzyme, colorimetric absorbance read-out. inhibition, % at 20 µM. 360,000 tested, 0.78% active; in the data active means inhibition above about 26%; further: some compounds past the cut are filed as inactive
Rpn11 block: Rpn11 (PSMD14) deubiquitinase inhibitors, primary screen, biochemical, fluorescence polarization, uHTS. 360,000 tested, 0.59% active. AID 588493, 2011. 26S proteasome non-ATPase regulatory subunit 14 (Homo sapiens), O00487. human 26S proteasome, Ub4-pepOG fluorescence polarization; 20S core pre-blocked with epoxomicin. calls only at 20 µM;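 active means inhibition at 20 µM, scaled to each plate's controls, above about 33%, limit read from the data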
DNMT1 block: human DNMT1 methyltransferase inhibitors, primary screen, biochemical, molecular beacon, fluorescence, HinP1I cleavage, uHTS | DNA (cytosine-5)-methyltransferase 1 (Homo sapiens), P26358 | inhibition (reported as % activation of signal), % at 10 µM | 360,000 tested, 0.83% active | AID 588458, 2011; in the data active means inhibition above about 50%
An asterisk follows results filed as active; i = inactive; . = no result given.

SMILES | STEP inh | NRP1-CendR mod | LMPTP inh | Scp1 inh | MT1-MMP act inh | SKN-1 block | SUMO1-SIM PPI | NadD inh | Rpn11 block | DNMT1 block
OCCC1CN(Cc2cccn2-c2cccnc2)CCN1C1CCCC1 (stereo not given) | 2 | -23 | 3.3 | -4 | 9 | -15 | -2 | -9 | i | -2
O=C(NCc1ccc(OC(F)(F)F)cc1)C1CC2Cn3c(nc4ccccc43)C2N1c1ccccc1 (stereo not given) | 0 | 8 | -4.2 | 0 | 0 | 0 | 0 | 1 | i | -2
CCOc1ccc(CCN2C(=S)N([C@@H](Cc3ccc(O)cc3)CN3CCCC3CN3C(=S)NC[C@@H]3Cc3ccc(O)cc3)C[C@@H]2CC(C)C)cc1 (stereo not given in full) | 1 | 10 | 5.5 | 21 | -8 | 14 | 4 | 43* | i | -23
Cc1cc(-c2nnc(CCC(=O)NCc3cccc(C(F)(F)F)c3)o2)no1 | -2 | 6 | 0.8 | 10 | 0 | 14 | 0 | -1 | i | 1
CC1(C)CC(=O)c2cnc(NC(=O)Cc3ccc(Cl)cc3)nc2C1 | -2 | -8 | -1.8 | -14 | 1 | 5 | 6 | -6 | i | 0
COc1ccc(S(=O)(=O)Nc2ccc3c(c2)CC(=O)N([C@@H](C)CO)C[C@@H](C)[C@@H](CN(C)Cc2ccccc2)O3)cc1 | -2 | -2 | -1.0 | -3 | -1 | 2 | 1 | -5 | i | -1
COc1ccccc1C(C(=O)NCc1ccccc1)N(C(=O)c1csnn1)C1CC1 (stereo not given) | 0 | -9 | -1.3 | -2 | 2 | 5 | 2 | -4 | i | 1
O=C(NCC(=O)N(CC1CCCO1)C(C(=O)NC1CCCCC1)c1ccccc1)c1cccs1 (stereo not given) | -1 | -9 | -0.5 | -2 | 10 | 9 | 3 | 0 | i | -3
CC(C)(C)Cc1nnc(NS(=O)(=O)Cc2ccccc2)s1 | 0 | -4 | 0.0 | -1 | 1 | -7 | 2 | 2 | i | 2
Cc1ccnc(NC(=O)c2cc(S(=O)(=O)N3CCCCC3)ccc2Cl)c1 | 3 | -8 | -1.7 | 0 | 7 | -3 | 7 | -3 | i | 1
Cc1ccc(C)c(NC(=O)CN2C(=O)CC(C)S(=O)(=O)c3ccccc32)c1 (stereo not given) | -3 | 4 | -1.0 | -2 | -1 | -5 | 5 | -2 | i | 1
Cc1cccc(C)c1NC(=O)COC(=O)c1cc(=O)[nH]c2ccccc12 | 0 | 1 | -0.2 | 0 | 2 | 5 | -9 | 4 | i | 8
CC(=O)c1ccc(-n2nncc2C(C)(C)C)cc1 | -3 | -12 | -1.0 | -6 | -2 | 10 | -2 | 5 | i | 0
COc1ccccc1C1c2ccc3ccccc3c2Oc2ncn(CCCO)c(=N)c21 (stereo not given) | 4 | 3 | 2.1 | -3 | -2 | 17 | -15 | -4 | i | -5
CC1(CO)COC2(OC1)C(=O)Nc1ccccc12 (stereo not given) | 0 | -8 | 0.3 | -7 | 3 | -4 | -8 | -5 | i | -2
Cc1ccc(C(=O)c2coc3ccc(O)cc23)cc1 | -2 | 2 | 0.1 | -11 | -3 | 8 | 3 | -2 | i | -3
Cc1cc(=O)[nH]c(SCC(=O)NC(C)C2CC3CCC2C3)c1C#N (stereo not given) | -4 | 0 | -0.7 | 2 | -3 | 1 | 9 | -4 | i | 3
C=CCOc1c(Cl)cc(CNc2nccs2)cc1OC | 2 | 2 | 0.1 | 6 | 0 | -2 | -1 | -2 | i | 2
Cc1ccc(C(=O)NCC(=O)N2CCN(c3cccc(Cl)c3)CC2)s1 | -2 | 7 | 2.5 | -1 | -3 | 14 | -2 | 0 | i | -1
O=C(NC1CCN(Cc2ccccc2)CC1)c1cc(S(=O)(=O)Nc2ccc(F)cc2)ccc1Cl | 1 | -14 | -2.5 | -6 | 2 | 7 | 1 | 2 | i | 4
CC(/C=C1\SC(=S)N(CCCC(=O)Nc2ccc(C(=O)O)cc2)C1=O)=C\c1ccccc1 | 2 | -105 | 49* | -11 | -1 | 8 | 9 | 25 | i | 48
Cc1ccccc1C(=O)Nc1ccc(S(=O)(=O)NCC2CCCO2)cc1 (stereo not given) | -2 | 15 | -0.9 | . | 1 | 11 | 1 | 0 | i | 3
Cn1nc(C(=O)NC2CCCCC2)c2c1-c1ccccc1SC2 | 4 | 7 | 0.8 | -9 | 10 | -8 | 2 | -7 | i | 3
CCCCC[C@@H](O)c1cc2ccccc2c(=O)o1 | -2 | -8 | -0.6 | 0 | 1 | -5 | 0 | -4 | i | 3
Cc1ccc(/C=N/N2CCN(Cc3cccc4ccccc34)CC2)s1 | 3 | -25 | 2.9 | -4 | 1 | 0 | 2 | 9 | i | 2
CCn1c(SCC(=O)Nc2nc(-c3ccccc3)cs2)nnc1-c1ccccc1 | 3 | -7 | 1.2 | 8 | -4 | 4 | 1 | 4 | i | -5
CCc1nc2c(OCC(=O)C(C)(C)C)cccn2c1N(C)C(=O)COc1ccccc1 | -1 | -15 | -1.4 | . | -5 | 3 | 6 | 2 | i | -3
c1cc(-c2ccc(N3CCOCC3)cc2)n2cnnc2c1 | -1 | 1 | -2.2 | . | 5 | 20 | -39 | 2 | i | 4
Cc1cc(C)c2c(n1)sc1c(N3CCN(C)CC3)ncnc12 | 2 | 4 | -0.6 | -11 | -1 | -2 | 3 | -5 | i | 3
CCOC(=O)Cn1nc(C)c(NC(=O)c2ccc(Br)o2)c1C | 0 | 11 | -1.4 | -1 | 4 | -2 | 3 | -5 | i | -1

Some of these compounds in order of molar mass, ascending:
SMILES | STEP inh | NRP1-CendR mod | LMPTP inh | Scp1 inh | MT1-MMP act inh | SKN-1 block | SUMO1-SIM PPI | NadD inh | Rpn11 block | DNMT1 block
CC(=O)c1ccc(-n2nncc2C(C)(C)C)cc1 | -3 | -12 | -1.0 | -6 | -2 | 10 | -2 | 5 | i | 0
C=CCOc1c(Cl)cc(CNc2nccs2)cc1OC | 2 | 2 | 0.1 | 6 | 0 | -2 | -1 | -2 | i | 2
Cc1ccc(C(=O)NCC(=O)N2CCN(c3cccc(Cl)c3)CC2)s1 | -2 | 7 | 2.5 | -1 | -3 | 14 | -2 | 0 | i | -1
O=C(NC1CCN(Cc2ccccc2)CC1)c1cc(S(=O)(=O)Nc2ccc(F)cc2)ccc1Cl | 1 | -14 | -2.5 | -6 | 2 | 7 | 1 | 2 | i | 4

The results go on.
SMILES | STEP inh | NRP1-CendR mod | LMPTP inh | Scp1 inh | MT1-MMP act inh | SKN-1 block | SUMO1-SIM PPI | NadD inh | Rpn11 block | DNMT1 block
Cc1ccc(S(=O)(=O)N2CCCCC2)cc1C(=O)N1CCN(c2ccccn2)CC1 | 4 | -11 | -1.6 | -3 | 3 | 6 | 1 | 3 | i | -1
O=C(NCC1CCCO1)C1CCN(C2CCN(C3CCCCCC3)CC2)CC1 (stereo not given) | 0 | 2 | 0.5 | -5 | 0 | 2 | 3 | -6 | i | -3
CC(=O)c1c(N2CCOCC2)nc(=O)n(-c2ccccc2)c1C | -3 | -5 | -1.9 | -7 | 5 | 5 | -2 | -1 | i | 0
CC12CCC(=O)N1C(C(=O)Nc1nc(-c3ccccc3Cl)cs1)CS2 (stereo not given) | -2 | -5 | 0.1 | -4 | -6 | 10 | 2 | 1 | i | -5
C/C(CCN1CCc2nc(-c3ccccc3)c(-c3ccccc3)cc2C1)=N\O[C@@H](C)c1cc(-c2c(C)cc(C)cc2C)no1 | -2 | -48 | -1.6 | 13 | 1 | 17 | -5 | 5 | i | 28
Cc1cc(C)c2ccc(=S)[nH]c2n1 | -2 | -8 | -1.3 | -4 | 11 | 2 | -14 | 1 | i | 0
O=C(CSc1nnc(CNC(=O)c2ccc(F)cc2)o1)NCc1ccc2c(c1)OCO2 | 4 | 7 | -0.3 | -5 | -4 | 6 | 3 | 5 | i | 1
O=C(COC(=O)c1cc(Cl)nc(Cl)c1)NC1CCCCCC1 | 2 | 3 | 1.4 | 19 | -6 | -6 | 9 | 0 | i | 20
COc1ccc(/C=C2/SC(=S)N(CCCC(=O)Nc3ccc(O)cc3)C2=O)cc1 | -3 | -13 | 0.6 | -12 | 1 | 2 | -24 | -6 | i | -10
COc1ccc(C(CNC(=O)c2oc3c(Cl)cccc3c2C)N2CCCC2)cc1 (stereo not given) | 2 | 13 | -7.6 | -6 | 6 | -4 | 0 | -9 | i | -5
O=C(O)CNC(=O)CC1S/C(=N/N=C2\CSC(=O)N2)NC1=O (stereo not given) | -4 | -14 | 0.6 | 1 | 5 | -2 | -3 | 3 | i | 0
COc1ccc(N(CC(=O)NCc2ccncc2)S(=O)(=O)c2ccccc2[N+](=O)[O-])c(OC)c1 | -2 | -4 | -2.1 | -4 | -4 | 2 | -3 | 1 | i | 0
COc1cc(/C=C(/NC(=O)c2ccccc2)C(=O)Nc2cccc(O)c2)c([N+](=O)[O-])cc1OC | 1 | 13 | -0.2 | -12 | 2 | 6 | -22 | 6 | i | 14
COc1cccc(NC(=S)N(Cc2cccc(Br)c2)CC2CCC(C(=O)O)CC2)c1 (stereo not given) | 10 | 30* | 1.1 | 9 | -3 | -2 | 1 | 5 | i | 2
O=C(CN1CCN(C(=O)c2ccc(OCc3cn4ccccc4n3)cc2)CC1)Nc1cccc(F)c1 | -1 | -10 | 2.1 | -10 | 0 | 12 | 2 | 5 | i | -2
CC(=O)N1c2ccc(S(=O)(=O)NCCC(=O)NCc3ccc(N(C)C)cc3)cc2CC1C (stereo not given) | -2 | 8 | -1.3 | -1 | 0 | 4 | -1 | -6 | i | 0
O=C(NN1C(=O)C2C3C=CC(O3)C2C1=O)c1ccccc1 (stereo not given) | 0 | 5 | -0.2 | 56* | 2 | 6 | 4 | 4 | i | 1
